# Bioassay records from PubChem.
# 3T3 cytotox = cytotoxic compounds in NIH 3T3 cells; Potency, µM (titrated, usually from 96.7 µM), without a hit: top-dose activity change, negative = cytotoxicity, usual class: inhibitors; hit rate 4.3% among 94,000; AID 1345082; NIH 3T3 viability, CellTiter-Glo ATP luminescence, 48-72 h; also: potency is read from the fitted curve at half-maximal effect; nearly all actives have a fitted effect of over 55% in size
#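 Cytotoxicity is measured as loss of cellular ATP: NIH 3T3 cells (400/well) are exposed to compound for 48 or 72 hr at 37 °C, then CellTiter-Glo luminescence is imaged after 10 min at room temperature.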
# HEK293 tox = kills HEK 293 cells | HEK 293 viability, ATP luminescence (CellTiter-Glo), 48-72 h | Potency, µM (highest dose often 115 µM), inactives show top-dose activity change, negative = cytotoxicity, most hits filed as inhibitors | AID 1345083 | hit rate 6.6% among 94,000; also: potency is read from the fitted curve at half-maximal effect; nearly all actives have a fitted effect of over 60% in size
#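 HEK 293 seeded at 250 cells/well receive compound via pintool. After 48 or 72 hr at 37 degree Celsius, 5% CO2 and 95% humidity, CellTiter-Glo is dispensed and luminescence read following 10 min at room temperature.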
# Luciferase inh = inhibitors of firefly (Photinus pyralis) luciferase | P08659 | purified P. pyralis luciferase, luminescence, biochemical | Potency, µM (titrated, usually from 115 µM), for the others: top-dose activity change, negative = inhibition, actives largely listed as inhibitors | hit rate 2.5% among 76,000; also: potency is read from the fitted curve at half-maximal effect; nearly all actives have a fitted effect of over 65% in size
#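 Cell-free enzyme assay, 10nM P. pyralis luciferase, luciferin and ATP each at 10uM. Inhibition profiled over a 6-point titration, read as luminescence.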
# SNCA expr inhib = SNCA gene expression inhibition; HEK-293 SNCA-luciferase knock-in, luminescence, 24 h; Potency, µM (top dose mostly 57.2 µM), without a hit: top-dose activity change, negative = inhibition, hits mostly inhibitors; hit rate 0.17% among 140,000; AID 1671194;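 also: potency is read from the fitted curve at half-maximal effect; plate controls were DMSO cells for no effect and cell-free wells for full effect; nearly all actives have a fitted effect of over 45% in size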
# GPT2 inhibitor = blocks human glutamate pyruvate transaminase 2. Recombinant GPT2, coupled pyruvate oxidase/HRP Amplex Red fluorescence. Potency, µM (titrated, usually from 57.7 µM), inactives show at the highest dose activity change, negative = inhibition, most hits filed as inhibitors. hit rate 0.25% among 100,000; also: potency is read from the fitted curve at half-maximal effect; nearly all actives have a fitted effect of over 60% in size; many of its hits are not listed in these tables
# Target sequence (Q8TD30 whole entry, looked up): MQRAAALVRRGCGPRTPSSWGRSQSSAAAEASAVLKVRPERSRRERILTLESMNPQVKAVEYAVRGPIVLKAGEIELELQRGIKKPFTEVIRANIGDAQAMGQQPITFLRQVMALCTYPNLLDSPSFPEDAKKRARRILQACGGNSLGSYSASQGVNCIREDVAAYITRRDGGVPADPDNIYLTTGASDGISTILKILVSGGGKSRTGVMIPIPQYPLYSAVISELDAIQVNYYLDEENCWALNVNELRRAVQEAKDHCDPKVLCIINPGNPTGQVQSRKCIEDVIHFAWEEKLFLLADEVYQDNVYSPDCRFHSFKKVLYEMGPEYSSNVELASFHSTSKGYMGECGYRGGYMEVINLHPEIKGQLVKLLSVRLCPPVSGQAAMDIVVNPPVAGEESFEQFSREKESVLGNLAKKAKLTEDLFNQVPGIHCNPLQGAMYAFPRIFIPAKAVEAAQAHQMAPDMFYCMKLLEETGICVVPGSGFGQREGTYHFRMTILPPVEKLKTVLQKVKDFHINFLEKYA
#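 Inhibition is scored from Amplex Red fluorescence generated when pyruvate oxidase and HRP act on pyruvate released by GPT2. Reactions contain 10ng/uL enzyme, 250uM a-KG and 2mM L-alanine and run 30 min at room temperature.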
# HEK293 viab = counter-screen for SNCA expression inhibitors: cell viability; hit rate 0.12% among 150,000; HEK-293-SNCA-luc viability, GF-AFC fluorescence, 24 h; Potency, µM (series often up to 57.1 µM), inactives show top-dose activity change, negative = cytotoxicity, usual class: cytotoxic;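 also: potency is read from the fitted curve at half-maximal effect; 0% = DMSO-treated cells and -100% = medium-only wells without cells; nearly all actives have a fitted effect of over 30% in size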
#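 Cytotoxicity counterscreen: after 24 h compound treatment of genome-edited SNCA-luciferase HEK-293 cells, live-cell protease substrate GF-AFC read by fluorescence after 30 min; activity scaled between DMSO (0%) and medium-only (-100%), curves Hill-fitted.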
# IP6K1 inh = IP6K1 kinase inhibition; hit rate 0.81% among 140,000; IP6K1 kinase, ADP-Glo luminescence, 2 h; hits give low values; activity change, % (series mostly up to about 58 µM); in the data active = activity change below about -25%
# Target sequence (Q92551 whole entry, looked up): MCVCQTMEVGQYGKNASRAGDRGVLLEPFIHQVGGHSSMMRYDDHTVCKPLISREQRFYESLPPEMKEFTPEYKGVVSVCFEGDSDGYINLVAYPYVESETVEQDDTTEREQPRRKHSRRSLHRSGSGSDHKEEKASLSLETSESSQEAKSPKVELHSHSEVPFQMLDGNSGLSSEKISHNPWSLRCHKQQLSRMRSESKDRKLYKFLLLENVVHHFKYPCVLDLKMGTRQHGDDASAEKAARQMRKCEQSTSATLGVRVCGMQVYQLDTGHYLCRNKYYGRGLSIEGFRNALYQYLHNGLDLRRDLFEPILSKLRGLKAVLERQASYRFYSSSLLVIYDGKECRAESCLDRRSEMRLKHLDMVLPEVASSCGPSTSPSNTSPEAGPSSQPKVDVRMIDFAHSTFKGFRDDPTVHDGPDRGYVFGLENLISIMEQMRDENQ
#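 ADP-Glo luminescence measures ADP made by human IP6K1 during a 2 h RT reaction with ATP/IP6 (mix at 1.3 mM/130 uM); top library doses 57.5 and 19.1 uM final.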
# Numbers without * were called inactive; i = inactive; ? = inconclusive; . = no result given; & = joins results of further samples; [ ] = dose if it differs, or a comment. Unless noted, calls follow the shape of the dose curve; as a rule, active = well fitted curve in the direction sought with a large enough effect; inconclusive = small, poorly fitted or top-dose-only effect, or another doubt; inactive = no such curve, though single readings can be large; an effect the other way counts as inactive or inconclusive. Unless noted, % is scaled to controls: 0 for no effect and ±100 for the full control effect. Some of the compounds tested, so the mix of outcomes need not match the whole.
SMILES,3T3 cytotox,HEK293 tox,Luciferase inh,SNCA expr inhib,GPT2 inhibitor,HEK293 viab,IP6K1 inh
O=C(Cc1ccc(F)cc1)N1CCN(C(=O)c2nnn3c2COC(c2ccc(F)cc2)C3)CC1 (stereo unspecified),-14%,?,-2%,-2%,0%,-1%,1
Cc1cc(C)c(C(=O)N2CCOC(Cc3ccc(F)cc3)C2)o1 (stereo unspecified),-14%,?,-7%,11%,1%,-1%,13
O=C(COc1ccc(Cl)cc1)OCc1cc(=O)n2nc(C3CCCCC3)sc2n1,.,.,.,34%[activator],.,12%,20
Cc1ccccc1-c1nn(-c2ccc(F)cc2F)cc1CN1CCC[C@@H]1C(N)=O,?,?,-1%,-2%,i,-18%,16
COC[C@H]1C[C@@H](NCc2ccc(OC(F)(F)F)cc2)[C@H](O)[C@@H]1O,i,1%[172 µM],-2%[172 µM],?,3%[88.5 µM],7%[87.6 µM],-4
COCCNC(=O)c1ccc2nc(-c3cccnc3Cl)oc2c1,-14%[138 µM],i,.,62%[activator][87.6 µM],-2%[88.5 µM],3%[87.6 µM],1
O=C(c1ccc(Cl)cc1)N1CCC(N2CCCC2=O)CC1,i,1%,.,-13%,-12%,1%,3
CNC(=O)CCCN1C(=O)c2cccnc2Sc2ccccc21,.,.,.,12%,.,1%,15
Cc1cccc(-c2noc(CCCC(=O)NCc3ccco3)n2)c1,.,.,.,1%,.,-6%,26
CCCCc1ccc(NC(=O)Cn2ccn3nc(-c4ccccc4)c(CO)c3c2=O)cc1,i,10%,3%,-30%,i,7%,10
C=Cc1ccc(Cn2c(C(=O)O)c(CNC3CCCCC3)c3ccc(OC)cc32)cc1,.,.,.,?,.,-7%,7
COc1ccc(N2CCN(C(=O)C3CCN(S(=O)(=O)c4cn(C)cn4)CC3)CC2)cc1,.,.,.,-16%,.,-5%,10
COC1CCC12CCN(C(=O)c1ccoc1)CC2 (stereo unspecified),i,i,-2%,3%,i,3%,-12
O=C(Cn1nc(C(F)(F)F)c2c1CCC2)Nc1ccc(Cl)cc1,.,.,.,-20%,.,-13%,-5
CS(=O)(=O)c1ccc(-c2cnc([C@@H]3COCCN3Cc3cnc4ccccc4c3)[nH]2)cc1,-16%,-23%,7%,8%,-10%,-5%,5
Cc1nn(-c2ccccc2)c2c1C(C)N(C1CCN(C(=O)c3cccc(C(F)(F)F)c3)CC1)C2=O (stereo unspecified),?,45µM*,.,.,.,.,0
CSc1cccc(NC(=O)N[C@H]2CCN(C(=O)c3cccn3C)[C@@H]2C(=O)N[C@@H](Cc2cccs2)C(N)=O)c1,-8%,1%,-6%,21%,-15%,0%,0
Cn1nc(C2CCCNC2)c2c(C(=O)NCC(F)(F)F)cc(C3CC3)nc21 (stereo unspecified),-14%,-13%,.,15%,?,2%,4
Cc1cc(C)cc(-c2ccc(CN3CCCC3C(=O)NC(C)C)cc2)c1 (stereo unspecified),?,50µM*,.,-11%,i,-13%,-11
COc1ccc(C(=O)N2CCN(C(=O)c3cccc(-c4cccc(OC)c4)c3)CC2)cc1,?,?,.,0%,i,5%[12.5 µM],-4
CCc1cccc(C)c1NC(=O)CSc1nc2ccccc2nc1N1CCOCC1,.,.,.,-15%,.,?,-3
COc1ccc(CN2C(=O)[C@H](OC)[C@@H]2C2=CCN(C(=O)c3ccco3)CC2)cc1,-28%,?,.,-26%,?,7%,9
CCCC(CCC)C(=O)Nc1nnc2n1CCS2,.,.,.,-6%,.,-4%,-21
CC(=O)c1cccc(NC(=O)Cn2ccn3nc(-c4ccccc4)cc3c2=O)c1,.,.,.,-12%,.,-12%,1
COC[C@H]1C[C@@H](NC(=O)c2cc(C)n(C)n2)[C@H](O)[C@@H]1O,-3%[230 µM],-1%[230 µM],8%[230 µM],-1%[87.6 µM],2%[88.5 µM],-2%[87.6 µM],-9
CCc1ccc(Nc2nnc(-n3nc(C)cc3C)c3ccccc23)cc1,.,.,.,47%[activator],.,0%,-4
CC1(C)N=C(c2ccccc2)C(=O)N1CC(=O)N1CCN(c2ccccc2)CC1,i,-1%,-4%,-9%,i,13%[12.5 µM],6
O=C(NCc1cccc(F)c1)c1cc2c(s1)CCN(C(=O)c1ccccc1)C2,?,?,-7%,-29%,-53%,?,-11
O=C(NCc1cccnc1)C1=NOC2CN(C(=O)C3CC3)CC12 (stereo unspecified),4%,i,.,-30%,1%,0%,-4
O=C(Cc1c[nH]c2ncc(-c3ccccc3)cc12)NCCN1CCOCC1,?,-16%[172 µM],5%[172 µM],-27%[87.6 µM],-3%[88.5 µM],15%[87.6 µM],-8

# 9 successive entries from above, quoted:
SMILES,3T3 cytotox,HEK293 tox,Luciferase inh,SNCA expr inhib,GPT2 inhibitor,HEK293 viab,IP6K1 inh
CCc1cccc(C)c1NC(=O)CSc1nc2ccccc2nc1N1CCOCC1,.,.,.,-15%,.,?,-3
COc1ccc(CN2C(=O)[C@H](OC)[C@@H]2C2=CCN(C(=O)c3ccco3)CC2)cc1,-28%,?,.,-26%,?,7%,9
CCCC(CCC)C(=O)Nc1nnc2n1CCS2,.,.,.,-6%,.,-4%,-21
CC(=O)c1cccc(NC(=O)Cn2ccn3nc(-c4ccccc4)cc3c2=O)c1,.,.,.,-12%,.,-12%,1
COC[C@H]1C[C@@H](NC(=O)c2cc(C)n(C)n2)[C@H](O)[C@@H]1O,-3%[230 µM],-1%[230 µM],8%[230 µM],-1%[87.6 µM],2%[88.5 µM],-2%[87.6 µM],-9
CCc1ccc(Nc2nnc(-n3nc(C)cc3C)c3ccccc23)cc1,.,.,.,47%[activator],.,0%,-4
CC1(C)N=C(c2ccccc2)C(=O)N1CC(=O)N1CCN(c2ccccc2)CC1,i,-1%,-4%,-9%,i,13%[12.5 µM],6
O=C(NCc1cccc(F)c1)c1cc2c(s1)CCN(C(=O)c1ccccc1)C2,?,?,-7%,-29%,-53%,?,-11
O=C(NCc1cccnc1)C1=NOC2CN(C(=O)C3CC3)CC12 (stereo unspecified),4%,i,.,-30%,1%,0%,-4

# Carrying on:
SMILES,3T3 cytotox,HEK293 tox,Luciferase inh,SNCA expr inhib,GPT2 inhibitor,HEK293 viab,IP6K1 inh
COC(=O)[C@H](NC(=O)[C@@H]1[C@@H](NC(=O)Nc2cccc(OC)c2)CCN1C(=O)c1cccn1C)C(C)C,-4%,-5%,-1%,13%,-10%,-11%,-4
CN(C)[C@@H]1[C@@H](NC(=O)C2(S(=O)(=O)c3ccccc3)CC2)[C@H]2CCO[C@H]21,i,i,12%,-4%,i,-8%,-4
COCCNC(=O)C1COC2(CCN(C(=O)c3ccccc3Cl)CC2)N1C(=O)c1ccccc1C (stereo unspecified),-11%,-17%,-1%,2%,2%,-5%,23
CN(Cc1ccc(F)cc1)S(=O)(=O)c1nnc(NC(=O)c2ccccc2Br)s1,.,.,.,-7%,.,4%,-15
Cc1ccc(-c2nc3c(c(SCC(=O)N4CCCCC4)n2)Cc2cc(C)ccc2O3)cc1,.,.,.,2%,.,-2%,6
CCC(C)NC(=O)Cn1c(=O)c2cccn2c2ccc(F)cc21 (stereo unspecified),.,.,.,4%,.,8%,13
CCNC(=O)N1CCN(CCCC(c2ccc(F)cc2)c2ccc(F)cc2)CC1,.,.,.,-18%,1%,-13%,12
Cc1nc(N2CCC(NC(=O)c3sccc3C)CC2)cc(C(F)(F)F)n1,-19%,?,-1%,-7%,i,-3%,4
CCC(O)C1CCN(C(=O)c2cnn3cc(CN(CC)CC)cnc23)CC1 (stereo unspecified),i,-6%,2%,?,4%,2%,-4
CN(C)Cc1nnc(C2CC(NC(=O)c3coc4ccccc34)C2)n1C (stereo unspecified),-8%&0%,-30%,1%&4%,-23%&0%,-5%&3%,2%&4%,10&6
CN(C)C[C@@H]1CN(C2CCOCC2)C[C@H]1NC(=O)c1ccc2cc[nH]c2c1,-19%,?,-11%,10%,i,?,-3
CC#CCn1cc2c3c(cccc31)[C@H](CC(C)C)N[C@H](C(=O)NC1CCCC1)C2,35µM*,45µM*,-2%[172 µM],-21%[87.6 µM],-4%[88.5 µM],-20%[87.6 µM],-3
Cc1ccsc1C(=O)NCC1Cn2cccc2C(=O)N1CC(C)C (stereo unspecified),-5%,-23%,-10%,-9%,i,-15%,5
Cc1ccc(-n2c(=O)cc(N3CCN(c4ccccc4Cl)CC3)[nH]c2=O)cc1,.,.,.,8%,.,-5%,0
Cc1nn(-c2ccc(F)cc2)c(C)c1[C@@H]1C=C[C@@H](NC(=O)CC(C)(C)CC(=O)O)C1,?,-24%[172 µM],-1%[172 µM],20%[87.6 µM],4%[88.5 µM],-7%[87.6 µM],-15
COc1cccc([S+](=O)([O-])N2CCC3(CC2)C(=NC2CCCC2)NC(=O)N3c2cc(F)cc(F)c2)c1,-25%,?,1%,0%,-7%,5%,0
CC(C)(C)C(=O)N1CCC2(CNS(=O)(=O)c3cnccc3O2)C1 (stereo unspecified),i,2%,.,-9%,-7%,8%,-3
O=C(NCC(c1cccs1)S(=O)(=O)c1cccs1)c1ccccc1F (stereo unspecified),.,.,.,19%,.,10%,-3
Oc1cccc(-c2c3nc(c(-c4cccc(O)c4)c4ccc([nH]4)c(-c4cccc(O)c4)c4nc(c(-c5cccc(O)c5)c5ccc2[nH]5)CC4)C=C3)c1,.,.,.,74%[25.6 µM],5%,-28%[23.9 µM],-53*
Nc1nc(=S)c2[nH]cnc2[nH]1,.,.,.,?,0%,?,-4
CC1(C)CCCC2(C)C1C(=O)C=C(C(=O)O)C2(O)C(=O)O (stereo unspecified),.,.,.,.,i,-26%,0
COc1ccccc1C(=O)N1CCCC2(C1)NC(=O)c1ccccc1O2 (stereo unspecified),-16%,-10%,-9%,33%[activator],i,5%,30
O=C(c1cccc(F)c1)N1CC[C@H]2COC(=O)N2c2cc(F)ccc2C1,-1%[174 µM],-2%[172 µM],3%[172 µM],-14%[87.6 µM],-14%[88.5 µM],4%[87.6 µM],0
CCCN(CC1CCOC1)S(=O)(=O)c1cc(F)cc(F)c1 (stereo unspecified),i,7%,0%,4%,2%,1%,8
CCNC(=O)C#Cc1ccc2c(C(=Nc3ccc(CN(C)C)cc3)c3ccccc3)c(O)[nH]c2c1,.,.,.,.,-15%[27.3 µM],-41%[23.9 µM],-8
